# Source: PubChem
# APEX1 inh: blocks human APE1 abasic DNA cleavage; P27695; Potency, µM (top dose mostly 65.8 µM), for the others: at the highest dose activity change, negative = inhibition, actives largely listed as inhibitors; 0.35% of 350,000 active; recombinant APE1, TAMRA/BHQ-2 abasic DNA cleavage fluorescence;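 note: potency is the fitted concentration of half-maximal effect; plate controls were vehicle for no effect and reference inhibitor for full effect; nearly all actives have a fitted effect of over 55% in size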
#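 0.75 nM APE1 + cpd, 15 min RT; start w/ 50 nM TAMRA/BHQ-2 THF-abasic dsDNA; kinetic fluor 525/598 nm ×3 reads @60 s; Δ(read3−read1); normalized to DMSO and NSC13755 control wells.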
# ERG Ets-DNA blk: blocks human ERG Ets domain binding to DNA; P11308; fluorescence polarization, His-ERG Ets domain / labelled DNA; Potency, µM (doses to about 76.9 µM), without a hit: top-dose FP activity, negative = inhibition, usual class: inhibitors; 0.028% of 370,000 active; active = well fitted inhibition curve with a large enough effect in the polarisation, with a control signal flat; inconclusive = small, poorly fitted or top-dose-only effect, or effect the other way, or a change in a side signal; inactive = no such curve, though single readings can be large or run the other way; the % refers to the polarisation;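 note: polarization taken with two DNA probes labelled with fluorescein and Texas red; potency is the fitted concentration of half-maximal effect; % of control where 0% means no effect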
#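 His-tagged ERG Ets domain (1 uM in the protein solution; 300mM KCl, 50mM Tris-HCl, 1mM EDTA, 1mM DTT, pH 7.5) received compound, then a probe mix of 5 nM fluorescein-DNA and 100nM Texas-615-DNA. Fluorescence polarization was read for both dyes.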
# Pol eta inh: DNA polymerase eta (human) inhibition; recombinant Pol eta, fluorescent DNA replication assay; Potency, µM (top dose mostly 114 µM), for inactives: at the top dose activity change, negative = inhibition, most hits filed as inhibitors; 1.2% of 390,000 active; note: potency is the fitted concentration of half-maximal effect; % is set by controls: 0 for no effect and ±100 for the full control effect
#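 Pol eta (10 nM) was preincubated with compounds for 15 min at room temperature, after which fluorescent replication substrate (50 nM final) was added to start the reaction. Fluorescence was read kinetically at 0 and 10 min.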
# RGS4 inhibitor: human RGS4 inhibition | P49798 | Transcreener GDP fluorescence polarization, RGS4-accelerated GTP hydrolysis | Potency, µM (highest dose often 114 µM), inactives show top-dose activity change, negative = inhibition, usual class: inhibitors | 0.039% of 390,000 active | AID 504845; note: potency is the fitted concentration of half-maximal effect; % is set by controls: 0 for no effect and ±100 for the full control effect; nearly all actives have a fitted effect of over 75% in size; some results filed as inactive show a strong effect at the top dose
# Target sequence (P49798 whole entry, looked up): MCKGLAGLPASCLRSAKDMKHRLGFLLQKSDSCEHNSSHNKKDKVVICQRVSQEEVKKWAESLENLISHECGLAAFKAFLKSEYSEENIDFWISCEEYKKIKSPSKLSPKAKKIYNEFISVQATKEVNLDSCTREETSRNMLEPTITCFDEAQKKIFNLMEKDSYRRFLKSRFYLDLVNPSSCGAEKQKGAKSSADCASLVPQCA
#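 MLSMR compounds (23 nl, pin-transferred) preincubated 10 min at room temperature with a 500nM (2x) first reagent, then RGS4 at 900nM (2x) plus Transcreener GDP mix added; fluorescence polarization (620/688 nm) read before and after 90 min at 30 °C.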
# LDHA inh: LDHA (human) enzyme inhibition; P00338; purified LDHA, NADH/diaphorase-resazurin fluorescence; stronger effect = lower value; activity change, % (values are at about 110 or 230 µM); 0.15% of 480,000 active; in the data active = activity change below about -30%; inconclusive = mostly about -25% to -30%;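 note: plate controls were DMSO wells for no effect and wells without enzyme for full effect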
#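 Human LDH5 at 2 nM final in Tris HCl pH 7.4 with 0.06 mM NADH and 0.2 mM pyruvate, reacted 5 minutes at room temperature. Remaining NADH coupled via diaphorase/resazurin; resorufin fluorescence read at 0 and 20 minutes, normalized to enzyme-free and DMSO wells.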
# POLB inh: inhibitors of human DNA polymerase beta | AID 485314 | Pol beta primer extension/strand displacement, fluorescence kinetic | P06746 | 1.3% of 340,000 active | Potency, µM (series often up to 114 µM), inactives show at the highest dose activity change, negative = inhibition, hits mostly inhibitors; note: potency is the fitted concentration of half-maximal effect; % is set by controls: 0 for no effect and ±100 for the full control effect
#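 10 nM enzyme + cpd, 15 min RT; start with substrate 50 nM final; read 0 min and after 10 min RT. Corrected, normalized data; 4-parameter Hill curve fit.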
# ALOX12 inh: blocks human arachidonate 12S-lipoxygenase | purified 12hLO, xylenol orange hydroperoxide absorbance | Potency, µM (highest dose often 108 µM), for inactives: at the highest dose activity change, negative = inhibition, most hits filed as inhibitors | 1.1% of 580,000 active | AID 1671190; note: potency is the fitted concentration of half-maximal effect; % is set by controls: 0 for no effect and ±100 for the full control effect
#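 Hydroperoxide product was detected by ferrous iron/xylenol orange as the 573 to 405 nm absorbance ratio. Arachidonic acid at 40 uM (final) was turned over for 30 min at room temperature by 150 nM human 12hLO, pH 7.0 Hepes buffer, after 15 min compound preincubation.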
# Pol kappa inh: DNA polymerase kappa (human) inhibition; Potency, µM (titrated, usually from 107 µM), for inactives: at the highest dose activity, negative = inhibition, actives largely listed as inhibitors; purified Pol kappa, fluorescent DNA synthesis assay, 10 min; 0.53% of 400,000 active; Q9UBT6; note: potency is the fitted concentration of half-maximal effect; % is set by controls: 0 for no effect and ±100 for the full control effect
# Target sequence (Q9UBT6 whole entry, looked up): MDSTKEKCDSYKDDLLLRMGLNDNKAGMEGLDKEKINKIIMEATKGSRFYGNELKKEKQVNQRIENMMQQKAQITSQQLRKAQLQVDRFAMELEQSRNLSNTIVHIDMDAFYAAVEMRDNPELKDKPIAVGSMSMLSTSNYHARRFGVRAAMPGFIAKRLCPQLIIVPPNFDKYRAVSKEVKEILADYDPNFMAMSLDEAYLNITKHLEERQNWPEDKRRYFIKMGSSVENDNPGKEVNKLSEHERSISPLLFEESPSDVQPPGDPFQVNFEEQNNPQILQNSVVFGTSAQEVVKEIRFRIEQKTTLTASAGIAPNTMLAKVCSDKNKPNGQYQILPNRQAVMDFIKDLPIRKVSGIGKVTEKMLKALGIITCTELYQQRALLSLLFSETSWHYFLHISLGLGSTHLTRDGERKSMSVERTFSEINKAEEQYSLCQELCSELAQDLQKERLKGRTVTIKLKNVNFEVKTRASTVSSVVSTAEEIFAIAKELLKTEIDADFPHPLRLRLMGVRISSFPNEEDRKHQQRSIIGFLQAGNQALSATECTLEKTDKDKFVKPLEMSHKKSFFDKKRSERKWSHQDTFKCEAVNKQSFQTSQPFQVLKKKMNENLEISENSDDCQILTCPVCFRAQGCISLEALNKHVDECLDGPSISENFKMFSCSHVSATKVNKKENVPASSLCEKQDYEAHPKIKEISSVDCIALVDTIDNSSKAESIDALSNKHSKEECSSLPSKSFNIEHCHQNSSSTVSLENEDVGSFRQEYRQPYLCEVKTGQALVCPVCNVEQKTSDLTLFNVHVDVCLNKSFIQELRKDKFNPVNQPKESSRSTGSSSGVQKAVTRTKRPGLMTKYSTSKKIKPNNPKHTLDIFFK
#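 10 nM Pol kappa was preincubated with compounds for 15 min at room temperature. Reaction started with 50 nM (final) substrate. Fluorescence read kinetically at 0 and 10 min.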
# Anesthetic bind: binds horse apoferritin like a general anesthetic | 0.074% of 350,000 active | P02791 | AID 485281 | apoferritin/1-aminoanthracene competitive binding, fluorescence | Potency, µM (doses to about 77.5 µM), for inactives: at the highest dose activity change, negative = displacement, most hits filed as inhibitors; note: potency is the fitted concentration of half-maximal effect; % is set by controls: 0 for no effect and ±100 for the full control effect; nearly all actives have a fitted effect of over 20% in size
#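 Concentration-response curves derived by four-parameter Hill fitting of normalized fluorescence, where compounds displaced 1-AMA from 10 uM horse apoferritin following a brief 10 min room-temperature incubation; propofol titration acted as positive control.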
# An asterisk follows results filed as active; u = inconclusive; x = not tested or not shown; [ ] = remark or other dose. Unless noted, calls come from the whole dose curve; as a rule, active = well fitted curve in the direction sought with a large enough effect; inconclusive = small, poorly fitted or top-dose-only effect, or another doubt; inactive = no such curve, though single readings can be large; an effect the other way counts as inactive or inconclusive.
SMILES,APEX1 inh,ERG Ets-DNA blk,Pol eta inh,RGS4 inhibitor,LDHA inh,POLB inh,ALOX12 inh,Pol kappa inh,Anesthetic bind
c1cnc(NC2C3CC4CC(C3)CC2C4)nc1 (stereo not given),-1%,-12%,5%,3%,-14,4%,7%,-17%,5.6µM*
COc1ccc(-c2noc(CCC(=O)NCc3cc(Br)ccc3OC)n2)cc1,2%,-2%,-12%,6%,-6,-15%,0%,-11%,117%[activator]
CC(NC(=O)COc1cccnc1[N+](=O)[O-])c1ccc(Cl)cc1Cl (stereo not given),28%,2%,-9%,5%,-3,10%,u,4%,-4%
O/N=C1\CCCc2nnc3c(c21)CCCC3,0%,2%,-8%,-2%,5,0%,-15%,-4%,-9%
Cc1cc(C)c2oc(C(=O)Nc3ccc(S(=O)(=O)Nc4nccs4)cc3)cc(=O)c2c1,-7%,0%,u,-1%[56.9 µM],-4,u,12%,u,-21%
Cc1ccccc1NC(=O)C[n+]1cc(-c2ccccc2)n2c1CCC2,-10%,-2%,-6%,7%,-2,-1%,1%,-6%,0%
CCN1C(=O)[C@H]2[C@@H](c3ccc(C)cc3)N3C(=O)N(c4cccc(Br)c4)C(=O)[C@@]3(CC)[C@H]2C1=O,51%[activator],-8%,-12%,-2%,0,x,3%,14%,x
COc1ccc(N2CCN(C(=O)CCS(=O)(=O)c3ccc(C)cc3)CC2)cc1,48%[activator],-1%,-6%,1%,-3,2%,-8%,-4%,-4%
Cc1ccc(-c2nc3c(=O)n(-c4ccccc4)c4c(c(=O)n(C)c(=O)n4C)c3o2)cc1,2%,-2%,-12%,-9%,-4,-10%,490%[activator],-2%,-3%
Cc1cc(C)nc(SC(C(=O)O)c2ccccc2)n1 (stereo not given),-3%,10%,1%,-5%,-2,8%,-1%,-15%,1%
COC(=O)C(Cc1c[nH]c2ccccc12)NC(=O)CNC(C)=O (stereo not given),0%,0%,3%,10%,-2,-10%,0%,-14%,-11%
COc1ccc(-c2nc(SCC(=O)NCC3CCCO3)c(-c3ccc(Cl)cc3)[nH]2)cc1 (stereo not given),x,8%,3%,8%,-6,1%,-25%,-6%,7%
O=c1cc(CSc2nnnn2-c2ccccc2)nc2scc(-c3ccccc3)n12,20%,-1%,-14%,-6%,6,25µM*,0%[57.4 µM],u,-17%
COc1cc2ccccc2cc1C(=O)N(CCN(C)C)c1nc2ccc(C)cc2s1,-15%,5%,-19%,-11%[11.4 µM],0,-1%,u,-3%,-12%
Cc1nn(Cc2ccccc2)c(C)c1C(=O)Nc1ccc(N2CCOCC2)cc1,u,4%,-17%,12%,9,14%,-29%,-3%,-8%
O=C(NC(Cc1ccc2c(c1)OCO2)C(=O)NC(Cc1ccccc1)C(=O)O)c1ccccc1 (stereo not given),14%,4%,-9%,12%,-3,5%,0%,-13%,-4%
COc1ccc(-c2n(Cc3ccccc3)c3ccccc3[n+]2Cc2ccccc2)cc1,3%,13%,-12%,11%[11.4 µM],0,-3%,-4%,-4%,-2%
COc1cc(NC(=O)c2cc(Cl)c(OC)c(Cl)c2)ccc1NC(=O)c1cc2ccccc2o1,x,-5%,-6%,2%,2,9%,0%,8%,-5%
COc1ccc(N2CCN(CCCNC(=O)C3(S(=O)(=O)c4ccc(Cl)cc4)CC3)CC2)cc1,19%,-2%,-13%,37%,3,2%,x,-16%,-4%
COc1cccc(C(=O)NCCN2C(=O)S/C(=C/c3cccs3)C2=O)c1OC,0%,-12%,-24%,-30%,-2,0%,-9%,1%,-20%
Cc1c(C(=O)O)cccc1-n1c(C)cc(/C=N/Nc2ccc([N+](=O)[O-])cn2)c1C,-3%,11%,u,3%[11.4 µM],-3,25µM*,u,79µM*,-5%
CNc1snc(C)c1C(=O)OCC(=O)Nc1ccc(C)cc1F,39%[activator],-2%,-25%,-4%,-7,x,-1%,-3%,x
Cc1ccccc1OCCNC(=O)c1ccco1,87%[activator],-4%,-16%,-2%,-4,-22%,11%,-6%,1%
CC(OC(=O)/C=C/c1cccc(Cl)c1)C(=O)NC1CCCCC1C (stereo not given),14%,-2%,-20%,-8%,-7,x,-16%,-9%,x
Cc1cccc(NC(=O)/C(C#N)=C\c2ccc(C(=O)O)cc2)c1,-3%,1%,-21%,2%,-1,-2%,-17%,3%,-4%

# An excerpt from above in order of length of the SMILES, ascending.
SMILES,APEX1 inh,ERG Ets-DNA blk,Pol eta inh,RGS4 inhibitor,LDHA inh,POLB inh,ALOX12 inh,Pol kappa inh,Anesthetic bind
Cc1ccccc1OCCNC(=O)c1ccco1,87%[activator],-4%,-16%,-2%,-4,-22%,11%,-6%,1%
O/N=C1\CCCc2nnc3c(c21)CCCC3,0%,2%,-8%,-2%,5,0%,-15%,-4%,-9%
Cc1nn(Cc2ccccc2)c(C)c1C(=O)Nc1ccc(N2CCOCC2)cc1,u,4%,-17%,12%,9,14%,-29%,-3%,-8%
COc1cc2ccccc2cc1C(=O)N(CCN(C)C)c1nc2ccc(C)cc2s1,-15%,5%,-19%,-11%[11.4 µM],0,-1%,u,-3%,-12%
COc1ccc(N2CCN(C(=O)CCS(=O)(=O)c3ccc(C)cc3)CC2)cc1,48%[activator],-1%,-6%,1%,-3,2%,-8%,-4%,-4%
COc1cc(NC(=O)c2cc(Cl)c(OC)c(Cl)c2)ccc1NC(=O)c1cc2ccccc2o1,x,-5%,-6%,2%,2,9%,0%,8%,-5%

# (next part)
SMILES,APEX1 inh,ERG Ets-DNA blk,Pol eta inh,RGS4 inhibitor,LDHA inh,POLB inh,ALOX12 inh,Pol kappa inh,Anesthetic bind
CN(C(=O)COC(=O)/C=C/c1ccc2c(c1)OCO2)c1c(N)n(Cc2ccccc2)c(=O)[nH]c1=O,2%,1%,-7%,-17%,-1,x,u,3%,x
C[C@H](CO)N1C[C@H](C)[C@@H](CN(C)C(=O)Nc2ccc3c(c2)OCO3)Oc2c(NS(=O)(=O)c3ccc(F)cc3)cccc2C1=O,-14%,-1%,-3%,1%,1,x,0%,1%,x
CCN1CCc2c(sc(NC(=O)c3ccc(S(=O)(=O)N4CCCC(C)C4)cc3)c2C(=O)OC)C1 (stereo not given),x,10%,-8%,-29%,-3,36%,-14%,-7%[60.1 µM],59%[activator]
COc1ccccc1N1CC(C)(C)C(=O)N(C(=O)c2ccc(C)cc2)C1=S,6%,5%,-28%,-13%,-4,-1%,0%,-2%,-7%
C=CCn1c(C)nnc1SCC(=O)c1[nH]c(C)c(C(C)=O)c1C,-1%,-5%,-12%,-8%,-2,1%,-18%,1%,-7%
CCN(CC)c1ccc(NC(=O)COC(=O)CCC(=O)c2cccs2)cc1,-9%,-7%,-21%,-19%,1,x,u,-6%,x
Nc1c(C(=O)N/N=C/c2cccnc2)oc2nc(-c3ccccc3)cc(-c3ccco3)c12,-3%,-5%,-14%,-3%,13,-3%,u,-11%,-6%
Cc1ccc2cc(CCNS(=O)(=O)c3ccc(F)cc3)c(=O)[nH]c2c1C,-4%,0%,-6%,-12%,1,0%,u,18%,-5%
Cc1ccc(-c2nnn(Cc3nc(N)nc(N4CCOCC4)n3)n2)cc1,-4%,-7%,-1%,10%,0,-12%,-22%,-5%,0%
CC(C)(C)c1ccc(SCCc2cccnc2)cc1,-2%,-4%,-9%,0%,1,3%,u,-1%,-12%
Cc1cccc(C(=O)NCc2ccco2)c1,-26%,10%,u,-25%,-2,56µM*,-23%,-42%,-10%
O=C(C[C@H]1C/C=C\C[C@H](NC(=O)OCC2c3ccccc3-c3ccccc32)C(=O)OC[C@H]2CCCN2C1=O)NCCO,u,-6%,0%,23%,1,x,-30%,-3%,x
O=C(c1cccc(C(F)(F)F)c1)C1CCCN(C(=O)/C=C/c2cnc[nH]2)C1 (stereo not given),45%[activator],0%,-8%,-3%,1,13%,5%,-6%,1%
Cc1cc(=O)oc(C)c1C(=O)N1CCN(Cc2ccc3c(c2)OCO3)CC1,1%,0%,-1%,-27%,-2,19%,u,-1%,-7%
O=C(Nc1c(C(=O)Nc2cccc(F)c2)oc2ccccc12)c1cc2ccccc2o1,x,-4%,-14%,-4%,-1,25%,-24%,-6%,-4%
CCS(=O)(=O)N1Cc2ccccc2CC1C(=O)Nc1ccc(OC)cc1 (stereo not given),-1%,8%,-1%,24%,-11,39%,-5%,-15%,-2%
O=C(Nc1cccc(Cl)c1)c1ccc(Cn2cc(Cl)cn2)cc1,u,-11%,-8%,1%,-3,-2%,-17%,-2%,-3%
O=C(NNC(=O)C1CCN(S(=O)(=O)c2ccccc2)CC1)c1ccccc1O,8%,-2%,4%,13%,0,13%,-13%,0%,-8%

# Profiles, quoted from the list. Order of values: APEX1 inh	ERG Ets-DNA blk	Pol eta inh	RGS4 inhibitor	LDHA inh	POLB inh	ALOX12 inh	Pol kappa inh	Anesthetic bind
# O=C(Nc1cccc(Cl)c1)c1ccc(Cn2cc(Cl)cn2)cc1 across the screens: u	-11%	-8%	1%	-3	-2%	-17%	-2%	-3%
# Nc1c(C(=O)N/N=C/c2cccnc2)oc2nc(-c3ccccc3)cc(-c3ccco3)c12 across the screens: -3%	-5%	-14%	-3%	13	-3%	u	-11%	-6%
# O=C(C[C@H]1C/C=C\C[C@H](NC(=O)OCC2c3ccccc3-c3ccccc32)C(=O)OC[C@H]2CCCN2C1=O)NCCO across the screens: u	-6%	0%	23%	1	x	-30%	-3%	x

# Only part of the results is shown, so the mix of outcomes need not match the whole.
